Source: PubChem (several laboratories)
Rad51 HR inh: blocks human Rad51 in homologous recombination | Q06609 | hRad51 DNA strand exchange, fluorescence dequenching | inhibition, % at 10 µM | hit rate 0.085% among 200,000 | AID 1385;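 active = inhibition above 40% at the single screening dose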;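 note: 0% = DMSO control wells and 100% = blanks with heterologous ssDNA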
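System: human Rad51 nucleoprotein filaments preassembled on unlabelled ssDNA. Reagent: labelled 47-mer dsDNA for strand exchange. Schedule: 30-min compound preincubation and 15-min exchange, both room temperature. Measured by: FRET fluorescence dequenching, excitation 485 nm, emission 520 nm. Read-out: Fluorescence-based percent inhibition, control- and blank-normalised. Benchmarks: plate controls and plate blanks.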
PERK inh: inhibitors of human PERK kinase; inhibition, % at 5.6 µM; hit rate 0.17% among 220,000; Q9NZJ5; CHO PERK-DD fusion, SEAP luminescence translation reporter;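 active = inhibition above the mean inhibition of all tested compounds plus 3 SD, set separately per screening campaign, cut at about 2.9% in these data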;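 note: PERK kinase domain activated by AP20187 dimerizer at 100 nM; 0% = DMSO with dimerizer and 100% = rapamycin at 8.4 µM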
eIF4E 4G PPI: blocks eIF4E binding to eIF4G; P63073+Q04637; TR-FRET eIF4E-eIF4GI(517-606) binding, 2 h; inhibition, % at 21.7 µM; hit rate 0.37% among 220,000; AID 782;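 active = inhibition above about 30%, limit read from the data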;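 note: 0% = full FRET control wells and 100% = background wells lacking eIF4GI fragment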
Target sequence (P63073 whole entry, looked up, the tested form may be a part): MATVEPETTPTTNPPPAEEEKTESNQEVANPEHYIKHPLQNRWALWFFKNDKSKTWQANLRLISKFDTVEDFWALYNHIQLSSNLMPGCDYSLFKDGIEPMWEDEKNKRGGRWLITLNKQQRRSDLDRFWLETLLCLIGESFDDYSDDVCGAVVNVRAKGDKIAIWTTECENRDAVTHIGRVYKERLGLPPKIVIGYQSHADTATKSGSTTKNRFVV
Target sequence (Q04637 whole entry, looked up, the tested form may be a part): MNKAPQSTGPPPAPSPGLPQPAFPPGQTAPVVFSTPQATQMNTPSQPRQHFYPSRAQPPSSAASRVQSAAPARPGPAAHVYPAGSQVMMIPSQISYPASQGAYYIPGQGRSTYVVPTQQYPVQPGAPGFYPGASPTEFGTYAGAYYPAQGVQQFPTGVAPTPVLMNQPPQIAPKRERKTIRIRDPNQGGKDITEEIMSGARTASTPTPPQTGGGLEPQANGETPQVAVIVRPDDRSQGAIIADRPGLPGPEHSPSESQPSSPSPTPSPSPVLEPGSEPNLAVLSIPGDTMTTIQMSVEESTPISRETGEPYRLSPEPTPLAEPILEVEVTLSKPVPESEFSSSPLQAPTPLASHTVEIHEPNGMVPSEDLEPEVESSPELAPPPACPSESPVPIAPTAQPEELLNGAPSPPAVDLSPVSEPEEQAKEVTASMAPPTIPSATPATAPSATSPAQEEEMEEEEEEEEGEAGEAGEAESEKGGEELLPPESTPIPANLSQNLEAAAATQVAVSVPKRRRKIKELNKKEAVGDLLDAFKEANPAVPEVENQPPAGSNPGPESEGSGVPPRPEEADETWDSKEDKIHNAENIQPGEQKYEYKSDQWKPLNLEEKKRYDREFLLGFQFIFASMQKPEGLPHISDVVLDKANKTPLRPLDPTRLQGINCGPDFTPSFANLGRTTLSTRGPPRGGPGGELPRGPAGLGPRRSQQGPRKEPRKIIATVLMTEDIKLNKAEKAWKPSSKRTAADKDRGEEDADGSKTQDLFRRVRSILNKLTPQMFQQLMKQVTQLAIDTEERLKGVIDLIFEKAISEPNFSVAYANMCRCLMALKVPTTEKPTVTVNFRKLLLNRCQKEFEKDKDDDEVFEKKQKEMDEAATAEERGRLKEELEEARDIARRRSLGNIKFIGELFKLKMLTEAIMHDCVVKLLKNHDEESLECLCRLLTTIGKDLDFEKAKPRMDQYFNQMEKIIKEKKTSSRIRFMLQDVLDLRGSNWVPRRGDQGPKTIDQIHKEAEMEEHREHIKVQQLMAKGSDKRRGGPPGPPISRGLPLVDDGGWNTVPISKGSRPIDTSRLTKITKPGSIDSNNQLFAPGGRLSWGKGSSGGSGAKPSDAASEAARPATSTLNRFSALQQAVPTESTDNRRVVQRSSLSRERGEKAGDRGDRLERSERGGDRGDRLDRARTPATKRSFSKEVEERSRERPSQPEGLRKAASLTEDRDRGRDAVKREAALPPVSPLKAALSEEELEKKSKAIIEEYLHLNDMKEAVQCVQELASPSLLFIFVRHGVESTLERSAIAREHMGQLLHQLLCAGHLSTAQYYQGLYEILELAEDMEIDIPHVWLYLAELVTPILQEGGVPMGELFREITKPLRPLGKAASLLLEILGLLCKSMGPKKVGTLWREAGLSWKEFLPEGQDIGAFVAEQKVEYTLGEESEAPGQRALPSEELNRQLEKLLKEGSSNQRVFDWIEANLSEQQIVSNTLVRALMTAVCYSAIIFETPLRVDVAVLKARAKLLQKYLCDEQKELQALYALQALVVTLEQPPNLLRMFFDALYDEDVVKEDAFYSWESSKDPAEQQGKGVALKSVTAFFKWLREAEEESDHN
Mdm2 ligase inh: blocks human Mdm2 ubiquitin ligase activity. signal enhancement, % at 5 µM. AID 1230. hit rate 0.11% among 210,000. cell-based MDM2 ubiquitination luciferase reporter, 2 h; 0 = plate control, 100 = twice control, blank-subtracted. Q00987;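 active = signal enhancement of 30% or more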;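 note: luminescence tracks abundance of the self-degrading MDM2-luciferase fusion protein; higher signal means inhibition of MDM2 E3 ligase activity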
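System: stable MDM2–luciferase fusion reporter cells / Input: 2000 cells seeded into each well / Schedule: 4 h settle plus 2 h compound, 37 °C / Compound: single-point 5 µM / Buffer or medium: cells held in DMEM / Benchmarks: control and blank well means / Evaluation: percent signal gain over controls, blank-subtracted / Measured by: luciferase luminescence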
TNF necrop inh: TNF-alpha cell death inhibition in Jurkat FADD-/- cells. Jurkat FADD-/- TNF necroptosis rescue, ATP luminescence, 24 h; 0 = TNF only, 100 = no-TNF cells. activation (protection from cell death), % at 10 µM. hit rate 0.068% among 220,000. AID 463075;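 active = activation, meaning protection from cell death, of at least 50% relative to plate controls; inactive = activation below 50%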;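 note: necroptosis triggered by 40 ng/mL TNF-alpha added together with compound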
KCC2 mod: KCC2 (human) Cl- transport modulation | Q9H2X9 | AID 1456 | KCC2 cells, thallium flux FluoZin-2 fluorescence | hit rate 2.2% among 190,000 | B-score of Tl+ flux slope (higher = more flux/activation; lower = inhibition) at 10 µM;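 active = thallium flux slope and its plate-corrected score both differing from the plate sample mean at a set confidence after two filtering rounds, in either direction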;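 note: slope of fluorescence scaled to starting intensity during 10 to 20 s after thallium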
EBV gp42 block: inhibitors of Epstein-Barr virus glycoprotein 42; Q1HVG2; Fluorescence polarization binding assay, mP read-out; inhibition, % (tested at 21.74 µM); hit rate 0.42% among 220,000; AID 1085; in the data active = inhibition above about 50%
m-calpain inh: calpain II (pig) inhibition | purified calpain II, fluorogenic peptide substrate, 30 min | inhibition, % at 16 µM | hit rate 0.37% among 220,000;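 active = inhibition above about 50%, limit read from the data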
zVAD death inh: L929 zVAD cell death inhibition; L929 zVAD necroptosis rescue, ATP luminescence, 24 h; with zVAD 60 µM; viability rescue, % at 10 µM; hit rate 0.38% among 220,000;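 active = activation, scaled between plate controls, above about 75%, limit read from the data; inactive = activation under that limit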;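 note: 0% = zVAD with DMSO and 100% = DMSO alone without zVAD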
The depositor's hits bear a star; nt = not tested or not shown; [ ] = another dose, or the depositor's remark.

SMILES	Rad51 HR inh	PERK inh	eIF4E 4G PPI	Mdm2 ligase inh	TNF necrop inh	KCC2 mod	EBV gp42 block	m-calpain inh	zVAD death inh
COc1ccc(-c2nc3ccccc3c(=O)n2NC(=O)Cc2ccccc2)cc1	1	-0.2	6	-14	2.0	-0.72	-6	27	0.6
Cc1cc(Cl)ccc1NC(=S)NCc1ccccc1	-12	-0.2	-1	0	-8.6	-2.9	8	-17	0.2
COC(=O)c1ccc2c(=O)n(Cc3ccc(C(=O)NC4CCCC4)cc3)c(=S)[nH]c2c1	nt	0.4	3	nt	0.3	1.4	-11	2	1.6
C#CCOCCOCCOCCNc1nc(N2CCN(C(=O)[C@H]([C@@H](C)CC)n3cc(CCCN=C(N)N)nn3)CC2)nc(N2CCN(C(=O)[C@H](CCCCN)n3cc(CCCC)nn3)CC2)n1	-6	-0.6	6	nt	3.8	0.0098	6	-22	4.7
COc1ccc(-c2cn3cccnc3n2)cc1NC(=O)c1ccc(Br)o1	2	-1.2	-2	-12	-5.8	-0.095	-2	-470	2.1
CC(C)C1N(c2ccccc2)C(N)=C(C#N)C1(C#N)C#N (configuration not stated)	-6	0.7	6	-6	-5.0	0.064	-16	-6	1.0
O=C(Nc1ccccc1)C1=C[C@@H](c2ccccc2)C[C@@H](OCc2ccc(CO)cc2)O1	-3	-0.3	-3	nt	1.6	-0.79	-11	9	-0.6
COc1cc(/C=C(\NC(C)=O)C(=O)Nc2cccc(O)c2)ccc1OC(C)=O	nt	1.3	1[fluorescence artefact?]	-3	1.8	-0.11	-5	0	0.4
COc1ccc(C(=O)Nc2cccc3cccnc23)cc1OC	-7	-2.0	-6	-23	-1.2	-6.3*	-1	15	-0.6
O=S1(=O)CCC(NC(=S)NCCNC(=S)NC2CCS(=O)(=O)C2)C1 (configuration not stated)	-6	1.2	1	-11	1.5	0.061	9	11	0.3
CC(=O)c1c(C)[nH]c(C(=O)CN2C(=O)NC(C)(CCC(C)C)C2=O)c1C (configuration not stated)	17	1.6	1	-5	-1.7	0.19	-10	-1	3.3
O=C(Nc1ccccc1)c1cc2n(n1)C(C(F)(F)F)CC(C1CC1)N2 (configuration not stated)	-2	-0.1	5	-96	0.0	-0.63	8	15	0.7
O=C(O)c1nn(-c2ccccc2-c2n[nH]c(=O)[nH]c2=O)c(=O)[nH]c1=O	35	0.5	-11	nt	-0.2	0.67	4	-11	0.6
Nn1cc(-c2ccccc2)nc1SCC(=O)N1CCN(S(=O)(=O)c2ccc(Cl)cc2)CC1	-3	-0.9	-11	16	1.9	-2.3	6	18	1.3
COCCn1c(SCc2c(F)cccc2Cl)nc2c1c(=O)[nH]c(=O)n2C	6	-0.9	9	1	-3.3	-0.13	-9	-24	-0.7
c1ccc(CN2CCC(N3CCN(Cc4ccc5c(c4)OCO5)CC3)CC2)cc1	18	1.5	2	nt	-2.5	0.0012	-15	-10	-1.4
CCN(CC(=O)NC(c1ccccc1)c1ccccc1)Cc1nc2ccccc2c(=O)[nH]1	0	-0.6	-1[fluorescence artefact?]	8	-2.0	-0.35	-23	-54	-0.1
COc1ccc(C(=O)/C=C/c2cn(CN3CCN(C)CC3)c3ccccc23)cc1	nt	0.1	0[fluorescence artefact?]	-8	-7.9	-0.42	-27	-15	65
O=C(COC(=O)C12CC3CC(CC(C3)C1)C2)Nc1nc2c(F)c(F)c(F)cc2s1	8	0.4	4	-6	4.0	0.0094	-9	-11	1.6
O=C(Cc1nc2ccccc2[nH]1)c1ccc(Br)cc1	-10	-0.9	-7	-21	-1.0	-0.11	9	1	-0.3
COc1ccc(N2C(=S)N=C(Nc3cccc(C)c3)C23CCCCC3)cc1	nt	0.7	3	6	-1.1	4.3*	-12	-6	0.4
COc1ccc(NS(=O)(=O)c2cccc(-c3nnc4n3CCCCC4)c2)cc1	-9	-0.1	-7	-2	1.6	nt	-16	-11	0.0
O=C(Nc1ccccc1F)C1CCN(C(=O)Cc2ccccc2)CC1	-2	-0.7	-9	-14	1.2	0.36	-16	9	-0.1
CC(=O)c1cccc(NC(=O)Nc2ccc(C(=O)N3CCCC3)cc2)c1	7	0.3	-12[fluorescence artefact?]	-9	-1.6	7.4*	-4	-39	0.4
CCOC(=O)c1ccc2nc3c(cc2c1)CCS3	-4	-0.7	-1	3	1.4	-1.1	-33	-4	0.4
C/C(=N\NC(=O)C(=O)Nc1cccc(Cl)c1)c1ccncc1	1	0.1	2[fluorescence artefact?]	1	1.2	-0.027	-6	0	0.4
COc1ccc(C2CC(c3ccccc3)=NN2C(=O)COC(=O)c2ccc(Cl)nc2)cc1 (configuration not stated)	-3	-0.1	1	-8	4.5	0.061	-52	0	0.0
COc1ccc(S(=O)(=O)N2CCCCC2)cc1NC(=O)c1cc(C)on1	-4	1.4	15	4	2.7	1.3	-6	-4	1.6
CC(C)OCC(O)CN (configuration not stated)	0	2.1	3	-13	0.7	nt	-4	-27	0.6
O=C(C(c1ccccc1)c1ccccc1)N1CCN(Cc2ccccn2)CC1	10	-1.2	-1	-15	0.6	1.1	-9	-33	-0.5
COc1cc(/C=N\NC(=O)CC(=O)NCCc2ccccc2)ccc1O	-8	-0.1	0	-4	-1.2	-1.3	-11	-15	1.1
O=C(NC1CCCCC1)c1ccccc1NC(=S)NC(=O)C1CCC1	nt	-0.9	-3	-9	7.7	-0.57	-6	11	nt
CCOC(=O)c1cnc2ccc(Cl)cc2c1NCCN(C)C	-1	-1.0	-1	-10	0.5	0.27	-13	21	0.1
O=C(O)CCN1CC2([N+](=O)[O-])CC=C(OCCO)C([N+](=O)[O-])(C1)C2 (configuration not stated)	-32	2.1	-4	3	0.2	1.6	1	-30	0.4
Cc1occc1C(=O)N1CCN(c2ccc(Cl)c(Cl)c2)CC1	-2	-0.7	0	7	0.0	1.2	0	-9	-0.1
O=C(C1=C(O)C(=O)N(CCc2ccccc2)C1c1cccs1)c1ccco1 (configuration not stated)	4	0.9	-3	-14	-0.2	-1.6	-16	-35	-0.6
Cc1cc(C)nc(NC(=O)Cc2cccs2)n1	-8	0.3	-3	-11	0.2	nt	-15	23	0.6
Cc1ccsc1C=C1C(=O)c2ccccc2C1=O	1	0.1	-4[fluorescence artefact?]	-4	-9.0	-0.2	-14	8	-0.1
Cc1cc(C)cc(Oc2nc(C(F)(F)F)nc3ccccc23)c1	-3	-0.7	-2	-26	-15	nt	1	-11	1.0
CCOC(=O)c1c(NC2=NS(=O)(=O)c3ccccc32)sc2c1CCCCC2	-1	-0.1	-1	-2	-2.0	0.0072	-16	16	0.0

Quoted from the listing:
Cc1ccsc1C=C1C(=O)c2ccccc2C1=O @ Rad51 HR inh = 1
CC(=O)c1cccc(NC(=O)Nc2ccc(C(=O)N3CCCC3)cc2)c1 @ PERK inh = 0.3
C/C(=N\NC(=O)C(=O)Nc1cccc(Cl)c1)c1ccncc1 @ KCC2 mod = -0.027

Profiles, quoted from the list. Order of values: Rad51 HR inh | PERK inh | eIF4E 4G PPI | Mdm2 ligase inh | TNF necrop inh | KCC2 mod | EBV gp42 block | m-calpain inh | zVAD death inh
`C#CCOCCOCCOCCNc1nc(N2CCN(C(=O)[C@H]([C@@H](C)CC)n3cc(CCCN=C(N)N)nn3)CC2)nc(N2CCN(C(=O)[C@H](CCCCN)n3cc(CCCC)nn3)CC2)n1` as listed: -6 | -0.6 | 6 | nt | 3.8 | 0.0098 | 6 | -22 | 4.7
`Cc1cc(C)cc(Oc2nc(C(F)(F)F)nc3ccccc23)c1` as listed: -3 | -0.7 | -2 | -26 | -15 | nt | 1 | -11 | 1.0

The results go on:
SMILES	Rad51 HR inh	PERK inh	eIF4E 4G PPI	Mdm2 ligase inh	TNF necrop inh	KCC2 mod	EBV gp42 block	m-calpain inh	zVAD death inh
O=C(O)c1ccc(-n2c(-c3cc(-c4ccco4)[nH]n3)n[nH]c2=S)cc1	0	0.7	14	5	-0.6	-0.17	-42	1	-0.2
Cn1sc(NC(=O)c2ccccc2)nc1=O	-4	0.1	0	-11	-3.0	-0.83	-5	-15	-0.2
Cc1ccc(S(=O)(=O)Cc2ccc(C(=O)N3CCc4ccccc4C3)o2)cc1	-2	-0.3	12	-20	-1.1	nt	38	-72	0.0
CSc1ccc(CNc2ccc(C)cc2)cc1	7	-0.7	-8	-8	10	0.56	-4	26	-0.2
CC(=O)Nc1sc2c(c1C#N)CCC(C)C2 (configuration not stated)	nt	0.4	4	-1	-1.0	-0.62	-13	-2	1.8
CCOc1ccc(NS(=O)(=O)c2cc(OCC(N)=O)c(C)cc2Cl)cc1	-21	0.5	5	2	1.0	-0.41	-6	-2	nt
CN(CC(=O)Nc1ccc(S(=O)(=O)N2CCCC2)cc1)CC(=O)Nc1cccc(F)c1	5	0.0	0	-6	3.3	0.26	-16	18	7.2
COc1ccc(-c2oc3ncnc(NCCN4CCOCC4)c3c2-c2ccc(OC)cc2)cc1	-2	0.8	nt	-12	-7.6	-0.035	nt	nt	20
COc1ccc(/C=N/NC(=O)c2csc(-n3nc(C)cc3C(F)(F)F)n2)cc1	-1	0.6	-13	-10	-13	0.28	-8	-171	1.1
Cc1cc(N2CCN(C)CC2)nc(N2CCOCC2)n1	-6	-0.1	-8	-10	-1.8	nt	-13	-38	-0.2
CC(C)CC(OC(=O)c1cccs1)C(=O)NCc1ccco1 (configuration not stated)	-1	0.8	-5	-8	-2.0	-1.2	-11	-293	-0.3
COC(=O)c1ccc(N2CCN(C(=O)c3ccccc3)CC2)c(NC(C)=O)c1	13	0.4	0	8	-1.0	0.014	4	-1	0.8
COc1ccc(Nc2nc3ccc(C)cc3cc2C#N)c(OC)c1	-17	0.1	3	-7	3.1	-0.087	-25	-6	1.8
Cc1c(C(=O)OCC(=O)N(C)c2ccccc2)cccc1[N+](=O)[O-]	0	0.0	-5	-7	2.5	-1.6	-11	3	0.6
CC(NC(=O)c1noc2c1CCCC2)c1ccccc1 (configuration not stated)	-6	-0.1	2[fluorescence artefact?]	-9	4.6	nt	-22	-4	-0.1
COc1cccc(NC(=S)NCc2ccc3c(c2)cc(C)n3C)c1	-21	0.9	-3	-9	-12	-0.58	-7	31	-1.7
N#CCCN(Cc1cccnc1)C(=O)Nc1ccc(Cl)c(Cl)c1	-8	1.3	-5	-13	0.2	0.56	-16	-9	0.2
CSc1cccc(NC(=O)Cn2cccc2)c1	-6	-0.2	1[fluorescence artefact?]	9	2.7	0.8	-11	-22	0.6
Cc1nc(-c2ccccc2)nc2sc(C(=O)c3ccc(F)cc3)c(N)c12	-9	0.5	4	-12	-4.1	0.13	-9	-12	1.9
CCN1CCCC1CNC(=O)c1cc2c(=O)n(C)c3ccccc3c2n1C (configuration not stated)	-2	-0.1	-3	-17	1.0	-0.68	-10	-95	23
O=C(C1=C(O)C(=O)N(CCN2CCOCC2)C1c1ccccc1)c1cccs1 (configuration not stated)	9	-0.2	nt	nt	-1.9	0.15	nt	nt	0.1
O=C(O)c1ccccc1C(=O)Nc1ccccc1[N+](=O)[O-]	11	1.2	-1	-12	-1.6	-0.068	-14	7	0.7
CC1CCCN(C(=O)CSc2nnc(-c3ccc(S(=O)(=O)N4CCOCC4)cc3)n2C)C1 (configuration not stated)	0	0.4	-6	-34	-2.3	0.61	9	14	0.3
Cc1cc(C)c2c(N)c(C(=O)NC3CC3)sc2n1	0	-0.1	-4	2	-1.2	-0.85	-14	-363	0.0
CCC1(CC)NC(=O)N(CC(=O)OCC(=O)Nc2ccc(F)c(F)c2F)C1=O	nt	0.9	0	9	0.3	0.058	1	-27	0.9
